DUSP3 inh: blocks the human dual specificity phosphatase VHR1. P51452. recombinant VHR phosphatase, colorimetric substrate read-out. inhibition, % at 20 µM. 50,000 compounds, 0.7% hits. AID 1992; in the data active = inhibition above about 60%; note: some results filed as inactive read as strong as hits
Target sequence (P51452 whole entry, looked up): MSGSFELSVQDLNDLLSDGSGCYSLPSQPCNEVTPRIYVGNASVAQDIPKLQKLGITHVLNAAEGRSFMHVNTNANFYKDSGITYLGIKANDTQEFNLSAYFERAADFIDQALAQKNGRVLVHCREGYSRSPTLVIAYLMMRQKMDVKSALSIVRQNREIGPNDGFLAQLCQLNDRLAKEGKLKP
An asterisk follows results filed as active. This is a subset. The share of hits here may be higher or lower than overall.

Structure | DUSP3 inh
Cc1c(NC(=O)C(C)Sc2ccc(Cl)cc2)c(=O)n(-c2ccccc2)n1C (centres undefined) | -13.3
Cc1cccc(C(=O)Nc2ccc3oc(-c4ccc(N(C)C)cc4)nc3c2)c1 | -0.7
CCCOc1ccc(/C=C2\C(=O)NN(c3ccccc3)C2=O)cc1 | 4.5
O=C(/C=C/c1ccc(Cl)cc1)Nc1cccc([N+](=O)[O-])c1 | -4.0
O=C(Nc1ccc(C(=O)N2CCOCC2)cc1)c1c(Cl)cccc1Cl | -2.9
Cc1ccc(C(=O)N/C(=C\c2cn(-c3ccccc3)nc2-c2ccc(F)cc2)C(=O)NCc2cccnc2)cc1 | 4.7
CC(=O)NC1=NC(=O)/C(=C/c2ccc(C)cc2)S1 | -1.8
COc1ccc(S(=O)(=O)N(CC(=O)NCCc2ccc(OC)c(OC)c2)Cc2ccccc2)cc1 | 5.3
COc1cc(/C=C2/SC(=S)N(CCC(=O)O)C2=O)cc(Br)c1O | -6.9
Cn1cnnc1SCC(=O)Nc1ccccc1 | -5.3
Cc1ccc(-c2c(CCC(C)(O)c3ccccc3)oc3ccccc23)o1 (centres undefined) | -20.0
CC(C)c1ccc(NC(=O)CN(Cc2ccccc2)S(=O)(=O)c2ccccc2)cc1 | -21.5
Oc1c(Br)cc(Cl)cc1/C=N/Nc1nnc2c(n1)[nH]c1ccccc12 | -10.3
O=C(Nc1ccc2c(c1)OCO2)c1cnn2c(C(F)(F)F)cc(-c3cccs3)nc12 | -6.6
Cc1ccccc1-c1cc2nc(C)c(Cl)c(=O)n2[nH]1 | -5.4
Cc1ccc(S(=O)(=O)Nc2c(C)cc(O)c(Br)c2C)cc1 | -40.0
COc1cc(/C=C2\C(=O)NC(=O)N(c3ccc(C)cc3)C2=O)ccc1OCc1ccccc1 | -29.9
NC(=O)c1cccc(NC(=O)c2ccc(-c3ccccc3)cc2)c1 | -6.6
CC(=O)C1C(c2ccccc2F)c2c(noc2C)CC1(C)O (centres undefined) | -0.5
Nc1ccc2oc(-c3cccc(Cl)c3)nc2c1 | 11.0
Cc1nnc(Oc2ccc([N+](=O)[O-])cc2)c2ccccc12 | -2.6
O=C(NNC(=O)c1ccc(-c2ccccc2)cc1)Nc1ccccc1 | -2.8
COc1ccc(-c2cc(C(=O)Nc3ccc(F)c([N+](=O)[O-])c3)c3ccccc3n2)cc1OC | -4.0
Cc1ccc(NC(=O)C2CC(=O)N(c3ccc(Br)cc3)C2)cc1C (centres undefined) | -6.3
COc1ccc(CC(=O)N/N=C(\C)CC(=O)Nc2ccccc2C)cc1OC | 2.3
FC(F)(F)c1cccc(Nc2ncnc3ccc(Br)cc23)c1 | -6.4
CC(=O)NC1=NC(=O)/C(=C\c2ccc(Cl)cc2)S1 | 15.8
COc1ccc(C(=O)c2ccc(OC)c3cccc(O)c23)cc1OC | 11.8
Cc1ccc(N2C(=O)CC(N3CCC(Cc4ccccc4)CC3)C2=O)cc1 (centres undefined) | 3.1
O=C(O)C(Cc1ccccc1)P(=O)(O)CN1CCOCC1 (centres undefined) | -23.3
O=c1c2c(nc3cc(-c4cccc(F)c4)[nH]n13)CCC2 | -14.4
COc1ccccc1N(CC(=O)Nc1ccccc1Br)S(=O)(=O)c1ccccc1 | -18.3
Cc1ccc(C)c(-c2nc3ccccc3c(C(=O)O)c2C)c1 | 0.5
CC1=CC(C)(C)N(C(=O)c2ccc(F)cc2)c2ccc(OC(=O)c3ccc([N+](=O)[O-])cc3)cc21 | -3.3
Cc1ccc(C(C)C)c(OCC(=O)Nc2ccc(OC(F)(F)F)cc2)c1 | -2.0
O=[N+]([O-])c1cccc(-c2csc(N/N=C\c3ccccc3O)n2)c1 | 7.6
CN(C)C=Nc1ccn(Cc2ccccc2)c(=O)c1C#N | -1.9
O=C(NCc1ccccc1)c1cc(-c2ccco2)nc2ccccc12 | -19.3
CCc1ccccc1NC1=C(Cl)C(=O)N(c2ccccc2Cl)C1=O | 9.2
COc1cc(NC(=O)c2cccnc2)c(OC)cc1NC(C)=O | -73.4
CC(=O)Nc1ccccc1-c1nn[nH]n1 | -19.9
CCc1ccccc1NC(=O)COc1ccc(C)cc1 | -10.8
O=C(Nc1nnc(COc2ccc(Cl)cc2)s1)c1ccccc1F | -10.4
Cc1ccc(C)c(NCc2ccncc2)c1 | -15.4
O=C(Nc1ccc(-c2cnc(-c3ccc(NC(=O)C(F)(F)F)cc3)nc2)cc1)C(F)(F)F | -9.8
O=C(COc1cccc2ccccc12)NCc1ccncc1 | 11.0
COc1ccccc1OCCOc1c(I)cc(/C=C2/SC(=S)N(C)C2=O)cc1OC | -17.7
O=C(Nc1ccc(-c2nc3ccccc3s2)c(O)c1)c1cc2ccccc2o1 | -6.8
Cc1cc(F)c(F)cc1C(=O)N1CCCC1 | 2.3
COc1cc2nnc(/C=C/C(C)=O)c(-c3ccc(C)o3)c2cc1OC | -19.3
CCOc1cc(/C=N/NC(=O)c2cc(C34CC5CC(CC(C5)C3)C4)[nH]n2)ccc1O | 46.1
O=C(Nc1ccc(S(=O)(=O)Nc2ncccn2)cc1)c1cc([N+](=O)[O-])ccc1Cl | -15.4
COc1ccc(/C=C2\SC(=NCc3ccccc3)N(Cc3ccccc3)C2=O)cc1C(=O)O | 99.0
COC(=O)c1cc(C(=O)N2CC(C)OC(C)C2)cc([N+](=O)[O-])c1 (centres undefined) | 8.3
Cc1ccc(C)n1-c1ccc(O)c(C(=O)O)c1 | 1.5
COc1cccc(/C=C2/SC(=S)N(CCC(=O)Nc3ccc(O)cc3)C2=O)c1 | 5.1
CCOc1cc(OCC)cc(C(=O)Nc2ccc(C(C)=O)cc2)c1 | 9.4
C/C(=N\NC(=O)c1cccc([N+](=O)[O-])c1)c1cccnc1 | -14.6
O=C(N/N=C/c1ccc2c(c1)OCCO2)C(=O)Nc1ccc(F)cc1 | -45.4
CC1(C)CC(NC(=O)c2ccc(I)cc2)CC(C)(C)N1 | -3.3

Other records follow:
Structure | DUSP3 inh
O=[N+]([O-])c1cccc(CNc2ccc3c(c2)CCC3)c1 | -8.5
C=CCN1C(=O)/C(=C\c2cc3c(cc2Cl)OCO3)C(=O)NC1=S | 21.4
O=C(/C=C/c1ccc(-c2ccc(Cl)cc2)o1)Nc1cccnc1 | 13.1
O=C1CSC(c2ccccc2F)N1c1ccccc1 (centres undefined) | -2.2
CCCC12C(=O)C(C)(C(c3ccccc3)=C1c1ccccc1)C1C(=O)N(c3ccccc3Cl)C(=O)C12 (centres undefined) | -4.6
Brc1ccc(NCn2nnc3ccccc32)cc1 | -1.7
CC1=NN(C(=O)C(C)(C)C)C(O)(c2ccccc2)C1 (centres undefined) | 23.2
COc1ccc2c(c1OC)C(=O)N(c1cccc(C(F)(F)F)c1)C2 | -18.0
CCCc1cnc(-c2ccc(F)cc2)nc1 | -37.5
Cc1ccc(OCCCCn2ccnc2)c(Cl)c1 | -6.5
CN=C(Nc1ccc2c(c1)OCO2)SC1CC(=O)N(c2ccc(Cl)cc2)C1=O (centres undefined) | -22.1
CCN(CC)c1ccc(C=Nc2ccc(S(N)(=O)=O)cc2)c(O)c1 | -6.8
COc1ccc(NS(=O)(=O)c2ccc(C(C)C)cc2)cc1 | -5.8
COC(=O)Nc1c(-c2ccccc2)nc2ccc(Cl)cn12 | -6.5
CC1C(C(=O)N(C=O)c2cccc([N+](=O)[O-])c2)C2C=CC1C21CC1 (centres undefined) | -18.6
Cc1ccc(C)c(NC2=C(Cl)C(=O)N(c3cccc(Cl)c3)C2=O)c1 | -9.5
CC(NC(=O)/C(CCCC#N)=N/O)c1ccccc1 (centres undefined) | 4.4
Cc1ccc(C(=O)N2c3ccccc3-c3c(ssc3=S)C2(C)C)cc1 | -4.5
O=C(Nc1ccccc1Cl)c1ccco1 | -35.5
COc1ccc(N(Cc2ccc(C(=O)NC3CCCC3)cc2)S(=O)(=O)c2ccccc2)cc1 | 0.2
CCC/C(O)=C1\C(=O)CC(C)(C)CC1=Nc1ccc(C)c(C)c1 | -11.6
CC(=O)C1=C(O)C(=O)N(CC2CCCO2)C1c1ccccc1F (centres undefined) | -5.8
O=C(NC(=S)Nc1ccccc1C(F)(F)F)c1ccco1 | 13.8
COc1cc(/C=c2\sc3nc4ccccc4n3c2=O)ccc1OS(=O)(=O)c1ccccc1 | 4.6
Cn1c(SCC(=O)Nc2cccc([N+](=O)[O-])c2)nc2ccccc21 | -5.8
Cc1cc(C)c(NC(=O)c2ccc(C(=O)Nc3c(C)cc(C)cc3C)cc2)c(C)c1 | -5.8
COc1cccc(C2=NN(C(=O)c3ccc(C(C)(C)C)cc3)C(O)(C(F)(F)F)C2)c1 (centres undefined) | -7.2
CC1=C(C(=O)OCCOc2ccccc2)C(c2ccc(C)o2)C2=C(CC(C)(C)CC2=O)N1 (centres undefined) | 6.1
COC(=O)C1=NN(C(=O)c2ccccc2)C(O)(c2ccc(OC)cc2)C1 (centres undefined) | -1.4
Cc1ccccc1N1C(=O)c2ccc(C(=O)Nc3ccc(O)cc3)cc2C1=O | 2.5

In a second layout: 2 of the compounds above.
CCC/C(O)=C1\C(=O)CC(C)(C)CC1=Nc1ccc(C)c(C)c1
- DUSP3 inh: -11.6

CC(=O)C1=C(O)C(=O)N(CC2CCCO2)C1c1ccccc1F (centres undefined)
- DUSP3 inh: -5.8

(listing goes on)
compound	DUSP3 inh
N/C(=N\OC(=O)c1ccc(Br)cc1)c1ccc(Cl)cc1	6.8
CC1CC(=O)NN=C1c1ccc(N)c(N)c1 (centres undefined)	36.1
Cc1oc2ccc(NS(=O)(=O)c3ccccc3)cc2c1C(=O)OC(C)C	-18.9
Nc1ccc(Sc2ccccc2[N+](=O)[O-])cc1	-7.0
CCOC(=O)c1c(NC(=O)c2ccc(S(=O)(=O)N3CCCCCC3)cc2)sc(C(C)=O)c1C	12.0
CCOc1cc(C2Nc3ccccc3NC3=C2C(=O)CC(c2ccc(OC)c(OC)c2)C3)cc([N+](=O)[O-])c1O (centres undefined)	-3.4
CC(NC(=S)Nc1ccccc1)C1COc2ccccc2O1 (centres undefined)	23.9
COc1cccc(/C=c2\sc3nc4ccccc4n3c2=O)c1OC	-28.3
CC(Oc1ccc(/C=C2/SC(=S)N(Cc3ccccc3)C2=O)cc1)c1ccccc1 (centres undefined)	4.5
CC1(C)OC(=O)C2(C(=O)O1)C1C3C4CC5C6C4C1C6C2C53 (centres undefined)	7.8
O=[N+]([O-])c1ccc(O)c(/C=N/Nc2nc(-c3ccc(Br)cc3)cs2)c1	-2.9
Cc1cc(NC(=O)c2ccc(Cl)cc2[N+](=O)[O-])no1	-29.8
O=C(Nc1nc2ccc3ccccc3c2s1)c1ccc(Cl)cc1Cl	7.6
O=C(NC(Cc1ccccc1)C(=O)NCc1ccco1)OCc1ccccc1 (centres undefined)	-5.7
CC(=O)Nc1ccc(C(=O)Nc2ccccc2C(=O)O)cc1	0.7
O=C(O)c1cc(NC(=O)c2ccc(F)cc2)cc(NC(=O)c2ccc(F)cc2)c1	-2.0

Compounds listed so far containing a thiophene ring, fused or not (two):
compound	DUSP3 inh
O=C(Nc1ccc2c(c1)OCO2)c1cnn2c(C(F)(F)F)cc(-c3cccs3)nc12	-6.6
CCOC(=O)c1c(NC(=O)c2ccc(S(=O)(=O)N3CCCCCC3)cc2)sc(C(C)=O)c1C	12.0

Next part.
compound	DUSP3 inh
CCN(c1nc(C)cc(OC)n1)S(=O)(=O)c1ccccc1	5.1
CCc1ccc(/C=N\NC(=O)C2CC(=O)N(c3ccc(OC)cc3)C2)cc1 (centres undefined)	-2.5
COc1ccc(CCNC(=O)COc2ccc(Br)c(C)c2)cc1	0.8
COc1cccc(-n2sc3c(c2=S)-c2ccccc2NC3(C)C)c1	-9.6
CCCC(=O)n1nc(C)c2c1CC(C)(C)CC2=O	-1.5
O=C(N/N=C/c1ccc[nH]1)c1cccc(Cl)c1	18.5
CC(=O)O/N=C(/c1ccc([N+](=O)[O-])cc1)N1CCOCC1	-0.9
COc1ccc(N(CC(=O)Nc2c(C)n(C)n(-c3ccccc3)c2=O)S(=O)(=O)c2ccccc2)c(OC)c1	-0.8

A second format for 4 compounds above.
> CC1C(C(=O)N(C=O)c2cccc([N+](=O)[O-])c2)C2C=CC1C21CC1 (centres undefined)
  DUSP3 inh: -18.6
> CCC/C(O)=C1\C(=O)CC(C)(C)CC1=Nc1ccc(C)c(C)c1
  DUSP3 inh: -11.6
> CN=C(Nc1ccc2c(c1)OCO2)SC1CC(=O)N(c2ccc(Cl)cc2)C1=O (centres undefined)
  DUSP3 inh: -22.1
> Cc1ccc(C(=O)N/C(=C\c2cn(-c3ccccc3)nc2-c2ccc(F)cc2)C(=O)NCc2cccnc2)cc1
  DUSP3 inh: 4.7

The listing continues.
compound	DUSP3 inh
COc1cccc(C2/C(=C(\O)c3ccc(C)cc3)C(=O)C(=O)N2CCCC(=O)O)c1 (centres undefined)	-3.2
N#Cc1c(-c2cc(Br)cs2)c2c(=O)[nH]c(=O)[nH]c2[nH]c1=O	4.8
Cn1c(SCC(=O)NCc2ccco2)nc2ccccc21	5.1
COc1ccc(C(=O)Cn2cnc3c(C#N)c4n(c3c2=O)CCCCC4)cc1	-30.0
CC(C)c1ccc(C=Nc2ccc3[nH]c(=O)[nH]c3c2)cc1	30.8
O=C1/C(=C\c2cc3c(cc2[N+](=O)[O-])OCO3)SC(=S)N1c1ccccc1	-3.2
O=C(O)CCCCCN1C(=O)C(O)=C(C(=O)/C=C/c2ccccc2)C1c1cccc([N+](=O)[O-])c1 (centres undefined)	10.6
CCOc1ccc(Nc2ncnc3c2cnn3-c2ccccc2)cc1	4.8
O=C(Nc1ccc(F)c(F)c1)c1cnccn1	-8.3
Cc1ccc(NC(=O)c2ccccc2Br)cc1	-42.2
COc1ccc(C)cc1NC(=O)COc1ccc(C)cc1Br	-15.2
Nc1c(C(=O)c2ccc(Cl)cc2)sc2nc(-c3ccccc3)ccc12	-9.2
O=C(c1ccc(-c2ccccc2)cc1)N1N=C(c2ccccc2)CC1(O)C(F)(F)F (centres undefined)	-4.1

A draw from above in order of heavy-atom count, high to low.
compound	DUSP3 inh
O=C(c1ccc(-c2ccccc2)cc1)N1N=C(c2ccccc2)CC1(O)C(F)(F)F (centres undefined)	-4.1
CCOc1ccc(Nc2ncnc3c2cnn3-c2ccccc2)cc1	4.8
Cc1ccc(NC(=O)c2ccccc2Br)cc1	-42.2
